CHT inh: inhibitors of human choline transporter CHT; High affinity choline transporter 1 (Homo sapiens), Q9GZV3; CHT-expressing cells, membrane potential dye, choline response; stronger effect = lower value; B-score at 10 µM; 0.86% of 310,000 active; AID 488975, 2010;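 active = B-score over 3 SD under the library average, and starting fluorescence ratio not unusually high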;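 note: choline stimulus applied at its EC90 after an EC20 pre-addition; B-score computed on integrated fluorescence ratio after choline addition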
Target sequence (Q9GZV3 whole entry, looked up): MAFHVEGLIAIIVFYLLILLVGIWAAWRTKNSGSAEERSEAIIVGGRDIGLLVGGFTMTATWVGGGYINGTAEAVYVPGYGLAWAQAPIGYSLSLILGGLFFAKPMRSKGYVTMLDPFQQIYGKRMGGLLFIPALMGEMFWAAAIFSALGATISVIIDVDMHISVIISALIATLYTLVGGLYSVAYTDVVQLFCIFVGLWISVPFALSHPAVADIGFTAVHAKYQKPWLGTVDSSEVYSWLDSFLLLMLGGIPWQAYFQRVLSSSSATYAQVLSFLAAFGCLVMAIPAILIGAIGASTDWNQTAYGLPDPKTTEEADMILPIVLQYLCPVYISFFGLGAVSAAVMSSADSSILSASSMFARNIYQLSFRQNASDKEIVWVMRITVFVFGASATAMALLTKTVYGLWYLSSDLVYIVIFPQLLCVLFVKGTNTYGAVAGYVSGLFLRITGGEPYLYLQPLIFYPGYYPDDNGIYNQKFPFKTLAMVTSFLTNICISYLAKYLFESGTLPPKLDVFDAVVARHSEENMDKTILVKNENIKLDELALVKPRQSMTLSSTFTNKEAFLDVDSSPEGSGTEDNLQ
CHT allo act: CHT positive allosteric modulators, primary screen, cell-based, membrane potential dye, choline EC20; High affinity choline transporter 1 (Homo sapiens), Q9GZV3; CHT-expressing cells; stronger effect = higher value; LV-AA mutant CHT in HEK293 cells; B-score at 10 µM; 0.49% of 310,000 active; AID 488977, 2010;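 active = initial fluorescence not abnormally high and integrated response B-score, plate-corrected, over 3 SD above library mean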
The depositor's hits bear a star; i = inactive.

SMILES | CHT inh | CHT allo act
O=C(COC(=O)CCSc1ccccc1)NCc1ccccc1Cl | i | i
COc1ccc(CCNCC(=O)Nc2ccc(C)c(S(=O)(=O)N(C)C)c2)cc1OC | i | i
COc1ccc(/C=C/CN2CCN(Cc3ccc(C)cc3)C(CCO)C2)cc1 (stereo not given) | i | i
CC(C)CC(COCc1cccc(Cl)c1)N1CCN(C(=O)c2ccc(C(F)(F)F)cc2)CCC1=O (stereo not given) | i | i
Nc1cc(N)nc(SCCc2ccccc2)n1 | i | i
Cc1ccc(-c2nnc(SCC(=O)Nc3ccc4c(c3)OCCO4)n2N)cc1 | i | i
O=C(CCC(=O)Nc1ccc(Br)cc1)N/N=C/c1ccc(O)cc1 | i | i
CCOC(=O)C1CCCN(C(=O)c2sc3nc(-c4ccc(OC)cc4)cn3c2C)C1 (stereo not given) | i | i
Cc1cccc(NC(=O)c2cc(S(=O)(=O)c3ccccc3)ccc2Cl)c1 | i | i
CCOc1ccccc1C1CC(=O)NC(SCC(=O)Nc2nccs2)=C1C#N (stereo not given) | i | i
COc1ccc(N(CC(=O)NCCc2ccccc2)C(=O)CCC(=O)Nc2nccs2)cc1 | i | i
CC(C)Cc1nnc(NC(=O)c2cc(S(=O)(=O)N(C)C)ccc2N2CCCC2)s1 | i | i
O=C(NC1CCSC1)c1cccc(Cl)c1 (stereo not given) | i | i
CC(OC(=O)C1CC=CCC1C(N)=O)C(Cl)=C(Cl)Cl (stereo not given) | i | i
[O-]c1c[n+](-c2ccccc2)no1 | i | i
Cc1ccc(-c2cc(-c3ccccc3Cl)[nH]n2)c(O)c1 | i | i
Cc1cc(Nc2ccc3ccccc3c2)n2ncnc2n1 | i | i
C=CCN(c1ccc(C(=O)Nc2ccc(C)c(C)c2)cc1)S(C)(=O)=O | i | i
S=C(NCC(c1ccco1)N1CCCC1)Nc1ccccc1 (stereo not given) | i | i
O=C(Nc1ccncc1)c1c(Cl)cccc1Cl | i | i
O=C(CSc1ccc2nnc(CCNC(=O)c3ccccc3)n2n1)Nc1ccc(F)cc1F | i | i
O=C(CN(CCO)c1ccccc1)NC12CC3CC(CC(C3)C1)C2 | i | i
N#Cc1c(C(F)(F)F)cc(-c2ccccc2)nc1SCc1nc(N)nc(N2CCOCC2)n1 | i | i
Cc1ccccc1NC(=O)CSc1nnc(Cc2cccn2C)n1-c1ccc(F)cc1 | i | i
O=C(Nc1ccc(Oc2ccc(Cl)cc2)cc1)c1ncn[nH]1 | i | i
Cc1ccc(C(=O)NNC(=O)c2cccc(Br)c2)cc1 | i | i
Cc1ccc2[nH]c(=O)c(CN(CC3CCCO3)S(=O)(=O)c3cccc4nsnc34)cc2c1 (stereo not given) | i | i
CC1=C(C/C=C(\C)CCC[C@H](C)CCC[C@H](C)CCCC(C)C)C(=O)c2ccccc2C1=O | i | i
CCc1[nH]nc(C(=O)NC2CCCN(Cc3ccccc3F)C2)c1C (stereo not given) | i | i
CCC(=O)N1CCN(c2nc(C)nc3sc(C)c(C)c23)CC1 | i | i
N#Cc1nc(Cc2cccc3ccccc23)oc1NCC1CCCO1 (stereo not given) | i | i
O=C(CNCC1CCCO1)Nc1ccccc1-n1cccc1 (stereo not given) | i | i
Cc1cc(C)n(C(=O)CCCCCCCC(=O)n2nc(C)cc2C)n1 | i | i
O=C(c1cccs1)N(Cc1cccc(Cl)c1)C1CCS(=O)(=O)C1 (stereo not given) | i | i
CCN(CC)C(=O)c1cncc(C(=O)N(CC)CC)c1-c1ccccc1 | i | i
O=C(O)c1cc(Cl)c2c(c1)[C@@H]1C=CC[C@@H]1[C@H](c1ccc(S(=O)(=O)N3CCOCC3)cc1)N2 | i | i
O=C(Nc1ccc(Br)cc1)c1ccc(F)c(S(=O)(=O)N2CCN(c3ccccn3)CC2)c1 | i | i
CCOCc1c(C(=O)Nc2ccc(OC)nc2)oc2ccccc12 | i | i
Nc1nnc(CC(=O)N/N=C/c2cc([N+](=O)[O-])cc(Br)c2O)s1 | i | i
COCCNC(=O)C1CCC(CNS(=O)(=O)c2ccc3c(c2)CC(C)N3C(=O)C2CC2)CC1 (stereo not given) | i | i
CCn1cc(C(=O)Nc2ccc(C)cc2[N+](=O)[O-])c(C)n1 | i | i
CC(=O)NC(NC(C)=O)c1cccc(OCc2ccccc2)c1 | i | i
CC1CCCN(CC(=O)Nc2ccc(S(=O)(=O)N3CCCC3)cc2)C1 (stereo not given) | i | i
CCCc1ccc(C#N)c(SC2CC(=O)N(c3ccc(OC)cc3)C2=O)n1 (stereo not given) | i | i
CCN(c1cccc(C)c1)S(=O)(=O)c1cc2c3c(c1)CCC(=O)N3CCC2 | i | i
O=C(NC1=NCCS1)C1Cc2ccccc2CN1C(=O)c1ccccc1 (stereo not given) | i | i
C#CCOCCOCCOCCNc1nc(N2CCN(C(=O)[C@H](CCC(=O)O)n3cc(C(N)Cc4ccc(O)cc4)nn3)CC2)nc(N2CCN(C(=O)[C@H](CCC(=O)O)n3cc(C(N)Cc4ccc(O)cc4)nn3)CC2)n1 (stereo not given in full) | i | i
COCc1nnc(NC(=O)c2cc(OC)c(OC)cc2[N+](=O)[O-])s1 | i | i
COc1ccccc1C(=O)NNC(=O)CCCN1C(=O)/C(=C/c2cccs2)SC1=S | i | i
O=P(OCC1CC1)(c1ccccc1)c1ccccc1 | i | i
O=S(=O)(Nc1nc2ccccc2nc1-[n+]1cccc(N=C([O-])c2ccc(Cl)cc2)c1)c1ccccc1 | i | i
O=C(c1cccc(Cl)c1)N1CCN(C2CCCCCC2)CC1 | i | i
O=C(NCC(=O)N1CCN(Cc2ccccc2)CC1)c1ccc(Br)cc1 | i | i
O=C(Oc1c(-c2ccccc2)c(=O)n2c3c(cccc13)CC2)c1ccc(Cl)cc1 | i | i
COc1ccc(NC(=O)Nc2cccc(C(=O)N3CCOCC3)c2)cc1OC | i | i
O=C(Nc1ccc(Cl)c(NC(=O)c2cccs2)c1)c1ccco1 | i | i
Cc1ccc(S(=O)(=O)NNc2nc3ccccc3nc2C(F)(F)F)cc1 | i | i
COC(=O)COc1ccc(S(=O)(=O)Nc2ccc3c(c2)OCO3)cc1Cl | i | i
CCN(CC)CCN1C(=O)c2cccc3cc(N)cc(c23)C1=O | i | i
COc1ccccc1OCC(=O)Nc1ccccn1 | i | i

Looked up by compound from the entries so far:
SMILES | CHT inh | CHT allo act
O=C(c1cccs1)N(Cc1cccc(Cl)c1)C1CCS(=O)(=O)C1 (stereo not given) | i | i
O=C(NC1=NCCS1)C1Cc2ccccc2CN1C(=O)c1ccccc1 (stereo not given) | i | i
CC(=O)NC(NC(C)=O)c1cccc(OCc2ccccc2)c1 | i | i

The listing continues.
SMILES | CHT inh | CHT allo act
CCCCC(=O)NC(c1ccc(C(C)C)cc1)c1ccc2cccnc2c1O (stereo not given) | i | i
CCOC(=O)C1C2C=CC3(CN(c4ccc(Cl)c(F)c4)C(=O)C13)O2 (stereo not given) | i | i
CCOC(=O)/C(C#N)=C/c1c(N2CCN(c3ccccc3)CC2)nc2c(C)cccn2c1=O | i | i
O=C1CC(N2CCC(c3nc4ccccc4s3)CC2)C(=O)N1 (stereo not given) | i | i
CCC1CCCCN1C(=O)CSc1nnc(-c2c[nH]c3ccccc23)o1 (stereo not given) | i | i
O=C(NCc1cccnc1)c1cc(S(=O)(=O)N2CCCCC2)ccc1Cl | i | i
CCOc1ccc(OCCC(=O)OCC(=O)N2CCN(S(=O)(=O)c3ccc(Cl)cc3)CC2)cc1 | i | i
CCOc1ccc(C2N(c3cc(Cl)ccc3OC)C(=O)C3CCCN32)cc1OC (stereo not given) | i | i
CC(=O)C1=C(C)NC(=O)CC1c1ccccc1Cl (stereo not given) | i | i
CC(=O)N1N=C(c2ccco2)CC1c1ccc(Br)cc1 (stereo not given) | i | i
Cc1ccc(NC(=O)c2ccc(OCC3CCCO3)cc2)nc1 (stereo not given) | i | i
O=C(c1cc2c(s1)CCCC2)N1CCN(Cc2ccc3c(c2)OCO3)CC1 | i | i
OCCOc1ccc(CN2CCCC(N3CCN(c4ccc(F)cc4)CC3)C2)cc1 (stereo not given) | i | i
CCC(OC(=O)c1cccs1)C(=O)NCc1ccc2c(c1)OCO2 (stereo not given) | i | i
O=C(O)c1ccc(N/N=C/c2ccc(-c3ccc(Cl)cc3Cl)o2)cc1 | i | i
C(=N\Nc1nc2ccccc2[nH]1)/c1ccc2ncccc2c1 | i | i
CN(C)C(=O)CSc1nc(-c2cccs2)c(-c2cccs2)[nH]1 | i | i
CCSc1nnc(NC(=O)[C@@H](NC(=O)c2cccc(C)c2)C(C)C)s1 | i | i
COc1ccc2[nH]cc(CCN3C(=O)CCC3=O)c2c1 | i | i
CCOc1ccccc1C(=O)NC(C)CCc1ccccc1 (stereo not given) | i | i
O=C(CCCC(=O)N(c1ccc2c(c1)OCCO2)C(C(=O)NC1CCCCC1)c1ccc(F)cc1)Nc1ccccn1 (stereo not given) | i | i
N=C1C(c2ccc(Br)cc2)=C(O)C2CCc3ccccc3N12 (stereo not given) | i | 13*
Cc1nn(-c2ccccc2)c(Cl)c1/C=C(\C#N)C(=O)NC(C)C | i | i
O=C(NN=C1CCN(Cc2ccccc2)CC1)C(O)c1ccccc1 (stereo not given) | i | i
COC(=O)c1[nH]c(C)c(/C(O)=C2\C(=O)C(=O)N(CCCN3CCOCC3)C2c2ccccn2)c1C (stereo not given) | i | i
CS(=O)(=O)N(CC(=O)Nc1ccc2c(c1)OCO2)Cc1ccccc1 | i | i
Cc1ccc(C)c(N2CCN(C(=O)CCCCCn3c(=S)[nH]c4ccc(N5CCOCC5)cc4c3=O)CC2)c1 | i | i
Cc1cccc(C)c1NC(=S)N(CCN(C)C)C(C)c1cccnc1 (stereo not given) | i | i
N=c1c(-c2nc3ccccc3[nH]2)cc(C(=O)c2cccs2)nn1-c1ccc(Cl)cc1 | i | i
Cc1ccc2c(c1)C(=O)OC1(O)C3C4C=CC(C4)C3C(=O)N21 (stereo not given) | i | i
O=C(Nc1ccc(F)cc1F)N1CCN(CCc2ccccc2)CC1 | i | i
CCCc1cc(=O)n(-c2nc3ccccc3s2)[nH]1 | i | i
Cc1ccc(SCC(=O)NCCCc2ccccc2)cc1 | i | i
NC(=O)c1ccsc1NC(=O)c1ccc(S(=O)(=O)N2CCCCC2)cc1 | i | i
CC(CCc1ccccc1)NC(=O)C(C)OC(=O)c1ccco1 (stereo not given) | i | i
O=C(Cn1c2c(sc1=O)C1c3ccccc3OCC1CS2)Nc1ccc(Cl)cc1 (stereo not given) | i | i

Some of the entries so far, comma-delimited.
smiles,CHT inh,CHT allo act
CC(=O)N1N=C(c2ccco2)CC1c1ccc(Br)cc1 (stereo not given),i,i
Cc1ccc(NC(=O)c2ccc(OCC3CCCO3)cc2)nc1 (stereo not given),i,i
O=C(c1cc2c(s1)CCCC2)N1CCN(Cc2ccc3c(c2)OCO3)CC1,i,i
OCCOc1ccc(CN2CCCC(N3CCN(c4ccc(F)cc4)CC3)C2)cc1 (stereo not given),i,i
CCC(OC(=O)c1cccs1)C(=O)NCc1ccc2c(c1)OCO2 (stereo not given),i,i
O=C(O)c1ccc(N/N=C/c2ccc(-c3ccc(Cl)cc3Cl)o2)cc1,i,i
C(=N\Nc1nc2ccccc2[nH]1)/c1ccc2ncccc2c1,i,i

Whole records, quoted from the list.
Shown for Cc1ccc(C)c(N2CCN(C(=O)CCCCCn3c(=S)[nH]c4ccc(N5CCOCC5)cc4c3=O)CC2)c1 : CHT inh: i; CHT allo act: i
Shown for Cc1ccc(SCC(=O)NCCCc2ccccc2)cc1 : CHT inh: i; CHT allo act: i
Shown for CCCc1cc(=O)n(-c2nc3ccccc3s2)[nH]1 : CHT inh: i; CHT allo act: i

More records
SMILES | CHT inh | CHT allo act
CCn1c(=O)cc(OCC(=O)Nc2nc(C)cs2)c2ccccc21 | i | i
O=C(O)CCCCCN1C(=O)c2ccc(C(=O)O)cc2C1=O | i | i
CC(C)C[C@@H]1NC(=O)[C@H](Cc2ccccc2)N(C)C(=O)[C@H](C)NC(=O)c2ccccc2NC(=O)[C@H](Cc2ccc(O)cc2)N(C)C1=O | i | i
COc1cc(NC(=O)CCc2ccccc2)c(C(=O)O)cc1OC | i | i
O=C(Nc1cc(Br)c(O)c(Br)c1)c1cccc(NC(=O)c2ccco2)c1 | i | i
COc1ccc(Cn2c(CCC(=O)NCCC(C)C)nc3ncccc3c2=O)cc1 | i | i
C=CCn1c(SCC(=O)Nc2ccccc2-c2ccccc2)nc2cc(C(=O)O)ccc2c1=O | i | i
Cc1ccc(C2=NN(C)c3nc4ccccc4n3C2)cc1 | i | i
CCOC(=O)C1CCCN(c2c(NCc3ccco3)c(=O)c2=O)C1 (stereo not given) | i | i
CC(=NC1CC1)C1=C(O)c2ccccc2C1=O | i | i
COc1cc(OC)c(C(=O)NC2CC(C)(C)NC(C)(C)C2)cc1OC | i | i
CCCc1nc(SCC(=O)c2ccc(F)cc2)c2ccccc2n1 | i | i
Cc1ccc2[nH]c(O)c(N=NC(=O)C(C)n3cnc4ccccc4c3=O)c2c1 (stereo not given) | i | i
CCOC(=O)C(NC(=O)Nc1ccc(F)cc1F)(Oc1ccccc1)C(F)(F)F (stereo not given) | i | i
Cc1ccc(C(=O)CCNc2ccc(Br)cc2)o1 | i | i
COc1cc2c(cc1NC(=O)CN(C)Cc1ccc(OC)c(OC)c1)oc1ccccc12 | i | i
CCOC(=O)N1CCN(S(=O)(=O)c2cccc3nsnc23)CC1 | i | i
CCN1CCN(C(c2cccs2)C(C)NC(=S)NC2CCCCC2)CC1 (stereo not given) | i | i
O=S(=O)(c1ccccc1)c1nc(-c2ccco2)oc1NCc1ccco1 | i | i
O=C(CCN1C(=O)C2C3C=CC(C4CC34)C2C1=O)Oc1ccccc1 (stereo not given) | i | i

Assay outcomes from PubChem BioAssay.
